# Mdm2-MdmX inh – inhibitors of human Mdm2/MdmX interaction; actives 3% (n = 330,000); inhibition, % at 8 µM; AID 485346; O15151+Q00987; SaOS-2 split-luciferase Mdm2/MdmX complementation, luminescence;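 active = inhibition of at least 50% at 8 µM in the primary screen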
# UPR CHOP act – activators of apoptotic arm of unfolded protein response (CHOP). CHO-CHOP luciferase reporter, UPR activation, luminescence; percent of tunicamycin response over DMSO baseline. activation, % at 10 µM. actives 0.34% (n = 330,000). AID 449763;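 active = at 10 µM dose, activation of 40% or more, normalized to positive control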;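 note: 100% = tunicamycin at 10 µg/mL and 0% = DMSO alone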
#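 Evaluation: % reporter activation, DMSO baseline versus tunicamycin full activation; System: CHO-CHOP luciferase reporter cell line; Input: 500 cells/well; Incubation: 6 h compound treatment, 37 °C; Measured by: Steady-Glo luciferase luminescence; Dosing: one dose, 10 µM in 0.5% DMSO; Buffer or medium: F12 medium, 10% FBS; Benchmarks: positive tunicamycin 10 µg/mL, negative DMSO alone.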
# tim23-1 inh – tim23-1 yeast growth inhibition; S. cerevisiae tim23-1 growth, BacTiter-Glo luminescence, 24 h; inhibition, % at 20 µM; actives 1.3% (n = 330,000); AID 463212;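 active = growth inhibition of the mutant yeast at or above 50%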;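 note: temperature-sensitive mutant grown at 25 °C; plate controls were DMSO-treated mutant yeast for no effect and medium wells lacking yeast for full effect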
# CXCR6 block – inhibitors of human CXCR6 receptor; CHO-K1 PathHunter CXCR6 beta-arrestin, luminescence; inhibition, % at 20 µM; actives 0.36% (n = 360,000); AID 602244; in the data active = inhibition above about 34%, passing the limit was not always enough;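 note: antagonist mode with CXCL16 agonist at 10 nM final; 0% = 10 nM CXCL16 with DMSO and 100% = unstimulated wells without agonist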
# Target sequence (O00574 whole entry, looked up): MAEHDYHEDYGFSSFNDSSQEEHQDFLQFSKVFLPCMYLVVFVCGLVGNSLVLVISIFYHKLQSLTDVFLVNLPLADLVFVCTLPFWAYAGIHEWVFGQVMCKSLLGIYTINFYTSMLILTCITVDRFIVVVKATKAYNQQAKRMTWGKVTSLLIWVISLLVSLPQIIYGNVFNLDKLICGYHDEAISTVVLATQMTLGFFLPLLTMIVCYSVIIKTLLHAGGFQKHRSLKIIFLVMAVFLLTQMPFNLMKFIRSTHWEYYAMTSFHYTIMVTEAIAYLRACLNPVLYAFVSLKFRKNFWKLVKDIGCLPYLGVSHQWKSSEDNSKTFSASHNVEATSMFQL
# CCR6 antag – CCR6 (human) receptor antagonism; P51684; CHO-K1 CCR6 PathHunter beta-arrestin, luminescence, CCL20-stimulated; inhibition, % at 20 µM; actives 0.49% (n = 340,000);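 active = compounds whose inhibition of the agonist-driven luminescence signal at 20 µM reaches about 50%, limit read from the data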;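 note: cells stimulated with CCL20 at 14 nM final; plate controls were DMSO with CCL20 for no effect and DMSO without agonist for full effect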
# EBI2 block – EBI2 (human) antagonism. EBI2 beta-arrestin recruitment, luminescence, 7a,25-OHC stimulated. inhibition, % at 5 µM. actives 0.81% (n = 360,000). AID 651636; in the data active = inhibition above about 38%;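 note: enzyme fragment complementation signal reports receptor beta-arrestin coupling in cells; 0% = agonist plus DMSO wells and 100% = wells without agonist; some results beyond the cut were filed as inactive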
# Target sequence (P32249 whole entry, looked up, the tested form may be a part): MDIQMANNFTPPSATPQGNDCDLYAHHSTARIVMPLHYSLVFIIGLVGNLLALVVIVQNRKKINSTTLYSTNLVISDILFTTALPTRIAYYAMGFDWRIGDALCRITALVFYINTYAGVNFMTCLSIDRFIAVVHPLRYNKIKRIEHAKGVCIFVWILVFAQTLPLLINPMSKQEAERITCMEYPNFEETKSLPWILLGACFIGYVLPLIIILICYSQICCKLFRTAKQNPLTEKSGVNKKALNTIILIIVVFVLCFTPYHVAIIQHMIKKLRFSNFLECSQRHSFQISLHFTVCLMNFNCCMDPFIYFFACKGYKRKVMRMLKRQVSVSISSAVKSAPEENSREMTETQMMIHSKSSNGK
# APJ antagonist – APJ receptor antagonism; AID 2521; inhibition, % at 20 µM; P35414; actives 0.32% (n = 330,000); CHO-K1 APJ beta-arrestin complementation, luminescence;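 active = inhibition above about 40% at 20 µM, limit read from the data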;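 note: cells challenged with 10 nM apelin-13 agonist together with compound; plate controls were apelin-13 plus DMSO wells for no effect and DMSO wells lacking apelin-13 for full effect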
# Target sequence (P35414 whole entry, looked up): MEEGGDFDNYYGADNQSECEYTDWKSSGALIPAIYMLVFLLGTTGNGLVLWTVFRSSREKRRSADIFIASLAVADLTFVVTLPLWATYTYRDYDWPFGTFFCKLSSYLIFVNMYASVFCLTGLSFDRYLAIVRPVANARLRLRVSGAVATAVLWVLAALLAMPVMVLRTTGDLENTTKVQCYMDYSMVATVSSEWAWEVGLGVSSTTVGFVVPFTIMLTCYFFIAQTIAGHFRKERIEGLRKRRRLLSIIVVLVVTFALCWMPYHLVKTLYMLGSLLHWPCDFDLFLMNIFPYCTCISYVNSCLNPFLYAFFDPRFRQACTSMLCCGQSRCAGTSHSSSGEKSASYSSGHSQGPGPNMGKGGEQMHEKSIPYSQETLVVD
# APJ ag – APJ receptor agonism. actives 0.11% (n = 330,000). activation, % at 20 µM. CHO-K1 APJ PathHunter beta-arrestin, luminescence; 0% DMSO wells, 100% apelin;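 active = activation more than six SD over the plate average, tested at 20 µM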;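 note: 0% = DMSO alone and 100% = apelin-13 at 10 nM; some results filed as inactive read as strong as hits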
#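 Test system: CHO-K1 APJ beta-arrestin complementation cell line | Compound: Single test compound dose, 20 µM final, 1% DMSO | Incubation: Compound 90 min 25 °C, reagent 1 h | Measured by: beta-gal luminescence | Read-out basis: APJ–arrestin association signal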
# XBP1 UPR activ – adaptive UPR (XBP1) activation; CHO-XBP1 luciferase reporter, IRE1-XBP1 UPR activation, luminescence; percent of tunicamycin response, DMSO as zero; activation, % at 20 µM; actives 0.33% (n = 330,000);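 active = versus positive control, 20 µM dose yields 30% or more activation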;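 note: 100% = tunicamycin at 10 µg/mL and 0% = DMSO only wells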
#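 Material: CHO-XBP1 cells stably carrying IRE1-XBP1-driven luciferase reporter | Medium: F12 with 10% serum | Compound dosing: 20 µM single concentration, DMSO 1% | Incubation: Overnight seeding at 37 °C, 6 h compound treatment at 37 °C | Detection: Steady-Glo luminescence read | Read-out basis: % activation of reporter signal versus tunicamycin and DMSO controls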
# An asterisk follows results filed as active; x = not tested or not shown. This is a subset (hit frequency here may not be typical).
nr	SMILES	Mdm2-MdmX inh	UPR CHOP act	tim23-1 inh	CXCR6 block	CCR6 antag	EBI2 block	APJ antagonist	APJ ag	XBP1 UPR activ
1	CC(C)Oc1ccc(C(=O)Nc2ccc(N3CCCC3)cc2)cc1	7	-1.9	13	4	10	6	3	-1	-2
2	CCCSC1=C(C#N)C(c2cccs2)C(C(=O)Nc2ccccc2)=C(C)N1 (stereo unspecified)	17	-0.4	18	2	8	-27	-16	0	-4
3	CS(=O)(=O)N(CC(=O)N1CCN(Cc2ccccc2)CC1)c1ccccc1Br	1	0.2	0	-11	17	-3	5	0	-3
4	Cn1c(N)c(C(=O)CSc2nnc3n2CCCCC3)c(=O)n(C)c1=O	-7	-2.1	7	-4	0	-2	5	-1	3
5	CCCCC(=O)Nc1ccc(NC(=O)c2ccc(C)c([N+](=O)[O-])c2)cc1OC	16	2.6	3	-3	1	7	7	-3	-2
6	CCc1cccc2c(C=C(C#N)C#N)cn(CC(=O)N3CCCCC3)c12	17	-0.4	11	3	5	1	15	-1	3
7	CCN1CCN(c2nc(Nc3ccccc3)nc(N)c2[N+](=O)[O-])CC1	-1	2.3	-8	-10	-8	2	4	-1	2
8	Cc1cc(C)c(N(C(=O)Cn2nnc3ccccc32)C(C(=O)NC(C)(C)C)c2ccsc2)c(C)c1 (stereo unspecified)	27	-0.6	9	0	2	8	3	-6	-5
9	Cn1c(=O)n(C)c2cc(S(=O)(=O)N3CCCc4ccccc43)ccc21	30	0.7	6	6	8	3	-6	-3	0
10	O=[N+]([O-])c1cccc(NC(=S)N2CCN(c3ccccn3)CC2)c1	36	3.2	-2	-25	4	-11	-2	-2	-3
11	CCCCn1c(N)c(N(CCOC)C(=O)c2cc(Cl)nc3ccccc23)c(=O)[nH]c1=O	22	2.8	15	-4	4	5	8	-3	-4
12	O=C(Cn1c(-c2cscn2)nc2ccccc21)Nc1ccc(Cl)cc1	27	-2.1	-15	8	-11	6	14	-4	-1
13	CSCCC(NC(=O)COc1ccccc1)C(=O)NCCOc1ccc(C)cc1 (stereo unspecified)	4	-1.7	8	-9	10	39	-4	-1	0
14	Cc1ccc(C(C)C)c(OCC(=O)N/N=C/c2ccc(S(=O)(=O)O)o2)c1	-6	1.9	5	11	-3	13	4	0	-3
15	COc1ccc(S(=O)(=O)N(C)CC(=O)NCc2ccco2)cc1	24	1.8	3	8	4	1	22	-3	-4
16	CC(=O)c1cccc(N(C(=O)CNC(=O)c2cccs2)C(C(=O)NCC2CCCO2)c2ccccc2)c1 (stereo unspecified)	-10	-1.6	7	-10	10	8	-21	1	3
17	Cc1ccc(N2CCN(/N=C/c3ccccc3[N+](=O)[O-])CC2)cc1	-1	1.8	10	3	-11	5	-4	-2	0
18	Cc1cc(S(=O)(=O)NCc2ccccc2)ccc1OCC(=O)NCc1ccccn1	16	1.8	9	-7	-1	2	8	0	-1
19	O=C(CSc1nccc(=O)[nH]1)Nc1ccc(N2CCOCC2)c(Cl)c1	7	2.7	13	-4	0	7	5	1	-4
20	COc1ccc(CNC(=O)[C@@H](NC(=O)C2CCN(C(=O)[C@@H]3CCCN3C(=O)OC(C)(C)C)CC2)C(C)C)cc1	19	-1.5	8	0	7	-3	-1	-5	-1
21	COc1ccc(C(=O)O/N=C(\N)c2ccc(Br)cc2)cc1	96*	3.3	31	-15	-7	3	-28	7	3
22	Cc1ccccc1S(=O)(=O)N1[C@@H](c2cccc(Cl)c2)C(C(=O)O)=CC[C@H]1c1ccc(Cl)cc1	-16	0.2	19	-7	3	-5	12	10	3
23	CC(C)N(C(=O)CSc1nc2ccccc2c(=O)[nH]1)C(C)C	32	0.7	15	-4	4	-3	4	-1	-3
24	CCOc1ccccc1CN1CCN(Cc2cc(=O)c3ccccc3[nH]2)CC1CCO (stereo unspecified)	48	-0.5	13	-6	8	0	2	-3	-1
25	CSc1ccc(CNCc2ccco2)cc1	12	2.8	7	10	-3	5	22	-5	-5
26	CCOC(=O)c1oc2c(c1C)C(=O)CCC2	-18	6.6	-7	1	-7	-9	8	3	-1
27	CCc1ccccc1N(CC(=O)NCc1ccco1)C(=O)CCC(=O)Nc1nccs1	-4	4.8	13	5	9	0	4	0	2
28	O=C(c1cccs1)N1CCN(C(=O)C2CCCO2)CC1 (stereo unspecified)	17	0.1	1	-13	8	1	-3	-4	0
29	Clc1ccc(-c2csc(N3CCSCC3)n2)cc1	5	4.5	21	-2	30	32	7	-3	4
30	COC(=O)c1ccc(/C=C/C(=O)c2ccc(OC)cc2)cc1	-7	3.6	14	10	11	29	5	-3	1
31	Cn1c(=O)n(C)c2cc(S(=O)(=O)N3CCOCC3)ccc21	27	-1.8	-1	-5	-3	-1	-1	-3	-1
32	N#Cc1c(-c2ccc(Cl)cc2)ccn2nc(CCC(=O)O)nc12	17	-0.8	-3	-2	10	2	-10	1	-2
33	O=C(Nc1ccc2ccccc2c1)N1CCCN(CCOc2ccccc2)CC1	8	-1.6	1	13	2	8	-11	0	-1
34	O=C(COc1ccccc1)Nc1ccccc1N1CCCCC1	-7	-1.9	13	2	20	45*	-4	-6	1
35	Cc1cc(C)c(C(=O)COC(=O)c2ccc([N+](=O)[O-])o2)cc1C	0	-0.4	41	2	-19	2	-32	13	-3
36	CCS(=O)(=O)N1CCC(C(=O)Oc2ccc(Cl)cc2)CC1	11	-1.2	12	1	9	-7	-11	-1	1
37	CC(=O)c1ccccc1C(=O)N1CCC(n2nccc2NC(=O)C2CC2)CC1	27	0.4	2	-6	-4	-6	11	-1	-2
38	COc1cccc(OCC(=O)NCC2CCCO2)c1 (stereo unspecified)	7	1.8	-2	7	4	4	-2	-1	-3
39	Cc1ccc(CCN2CC(C(=O)NCCCN(C)Cc3ccccc3)CC2=O)cc1 (stereo unspecified)	4	-4.1	8	1	-13	-3	-4	-9	1
40	Cc1cc(-c2ccccc2)n2ncc(-c3ccccc3)c2n1	6	-1.7	31	18	15	-2	2	-2	-3
41	O=C(Nc1nccs1)c1nc[nH]c1C(=O)N1CCc2ccccc2C1	27	1.5	8	-10	8	-2	9	-2	0
42	CCN(CC)Cc1c(C(=O)N/N=C/c2cccc3ccccc23)nnn1-c1nonc1N	19	-0.2	9	1	2	0	-24	-2	1
43	CC(C)(C)c1ccc(OCC(=O)OCCNC(=O)c2cccnc2)cc1	-36	-1.9	-2	9	13	-15	-1	-1	-2
44	COc1ccc(NC(=O)CCc2nnc3ccc(NCc4ccco4)nn23)cc1	24	-1.1	7	5	8	-2	15	-3	-2
45	CC1CCCC(=C\c2ccccc2)/C1=N/O (stereo unspecified)	19	1.7	26	2	5	-14	11	-3	-3
46	C/C(=N\Nc1cccc2cccnc12)c1ccc(C)cc1	-126	1.4	-4	4	12	15	8	-5	-1
47	CC(NC(=O)Nc1ccccc1)c1ccccc1 (stereo unspecified)	-24	-0.6	1	-6	-1	-5	-7	3	-2
48	COc1cc(CC(=O)Nc2ccc(S(=O)(=O)NC3=NCCCCC3)cc2)cc(OC)c1OC	-14	0.0	-11	-13	6	-1	16	-4	-2
49	COc1cc(C(=S)N2CCCC2)ccc1OS(=O)(=O)c1ccc(NC(C)=O)cc1	14	-1.2	13	1	8	-18	8	-2	6
50	COc1ccc(NC(=O)N2CCN(c3nc4ccccc4n3C(C)C)CC2)cc1	31	-0.2	32	-1	16	-3	10	-3	-5

# Marked active in EBI2 block, among the entries above:
nr | SMILES | Mdm2-MdmX inh | CXCR6 block | CCR6 antag | EBI2 block | APJ antagonist | APJ ag
34 | O=C(COc1ccccc1)Nc1ccccc1N1CCCCC1 | -7 | 2 | 20 | 45* | -4 | -6

# Going on with the list:
nr	SMILES	Mdm2-MdmX inh	UPR CHOP act	tim23-1 inh	CXCR6 block	CCR6 antag	EBI2 block	APJ antagonist	APJ ag	XBP1 UPR activ
51	CCC(C)(C)NC(=O)C(c1ccc(OC)cc1)N(Cc1ccccc1)C(=O)CCC(=O)Nc1cc(C)on1 (stereo unspecified)	-21	-0.3	12	-1	8	-9	-2	-1	0
52	COc1ccc(CC(=O)NNC(=O)CCC(=O)Nc2cc(C)ccc2C)cc1	11	-2.1	0	11	-9	-10	7	-3	-3
53	O=C(c1ccc2c(c1)OCO2)C1CCCN(Cc2ccccc2OC(F)F)C1 (stereo unspecified)	8	-0.7	15	-4	14	0	18	-3	-1
54	COc1ccc(OC)c(NC(=O)CSc2nc(N3CCOCC3)nc(N3CCOCC3)n2)c1	17	-1.9	20	0	-3	3	-28	-2	-1
55	O=C(NCc1cccs1)C1CC(=O)N(Cc2ccccc2)C1 (stereo unspecified)	10	0.9	5	-1	6	4	2	-2	-1
56	Cn1nc(C(=O)OCC(=O)Nc2ccc(Cl)cc2Cl)c2ccccc2c1=O	-13	0.0	17	4	13	0	-11	1	2
57	O=C(C1=COCCO1)N1CCN(S(=O)(=O)c2cccc(Br)c2)CC1	-9	-1.1	12	0	-7	-4	-6	-4	-3
58	COc1ccc(NC(=O)CCCN2C(=O)C(c3ccccc3)Oc3cccnc32)c(OC)c1 (stereo unspecified)	-11	-0.4	21	13	16	-5	20	7	-9
59	COc1ccc(CN2C[C@H](Cc3ccccc3)[C@@H](CC(=O)Nc3ccccc3)C2=O)cc1	7	-2.0	34	x	28	x	16	-3	-2
60	COC(=O)[C@H](C)NC(=O)COc1ccccc1	20	-1.0	-4	-4	14	-4	10	-1	5
61	O=C(NNc1ccccc1)C(=O)NNS(=O)(=O)c1ccc(CCCl)cc1	-27	0.2	-27	7	33	-5	2	-2	-1
62	O=Cc1c(N2CCCCCC2)nc2ccccn2c1=O	-7	-1.1	12	5	-10	-2	22	-4	-1
63	CC(=O)OCc1c(C(F)(F)F)nn(C)c1SCc1ccc(Cl)cc1	-9	-2.3	10	12	9	-2	17	-3	2
64	O=S(=O)(Nc1nccs1)c1ccc(Nc2nnc(-c3ccccc3)c3ccccc23)cc1	23	0.8	-10	0	35	1	-3	-4	0
65	Nc1ccccc1C#Cc1ccc2[nH]ccc2c1	-112	4.9	63*	1	-2	-12	14	5	3
66	Cc1cc(C)n2c(SCCN3C(=O)c4ccccc4C3=O)nnc2n1	10	0.1	10	-8	-3	-6	23	-1	-4
67	OCCC1CN(C/C=C/c2ccco2)CCN1Cc1ccccc1 (stereo unspecified)	-16	3.3	5	-4	2	13	17	0	-1
68	C/C(=C/c1ccccc1)C(=O)N1CCN(c2ccc(F)cc2)CC1	5	-0.5	36	-2	1	11	4	-3	-1
69	Cc1cccc(NC(=O)CSc2nc(N)c(NC(=O)c3ccccc3F)c(=O)[nH]2)c1	14	-1.3	-5	6	5	-4	-9	-6	-1

# Bioassay records (PubChem)
